High-throughput results from PubChem.
TDP1 cell CPT = qHTS for Inhibitors of human tyrosyl-DNA phosphodiesterase 1 (TDP1): qHTS in cells in presence of CPT | chicken DT40 Tdp1-/-;hTDP1 cells + 20 nM CPT, ATP luminescence, 48 h | Potency, µM (top dose mostly 46.2 µM), for the others: top-dose activity change, negative = growth inhibition, hits mostly inhibitors | 420,000 compounds, 12% hits | AID 686979, 2013; note: nearly all actives have a fitted effect of over 55% in size
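Cell growth measured by CellTiter-Glo luminescence after a minimum 48 h, 37 C compound exposure with 20 nM CPT in Tdp1-knockout DT40 cells stably expressing hTDP1, seeded 400/well; qHTS titration format.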
GCN5L2 inh = qHTS Assay for Inhibitors of GCN5L2; GCN5L2 HAT assay, ThioGlo1 CoA-SH fluorescence; Potency, µM (doses to about 58.9 µM), for the others: at the highest dose activity change, negative = inhibition, most hits filed as inhibitors; 390,000 compounds, 0.21% hits; AID 504327, 2011
Target sequence (Q92830 whole entry, looked up): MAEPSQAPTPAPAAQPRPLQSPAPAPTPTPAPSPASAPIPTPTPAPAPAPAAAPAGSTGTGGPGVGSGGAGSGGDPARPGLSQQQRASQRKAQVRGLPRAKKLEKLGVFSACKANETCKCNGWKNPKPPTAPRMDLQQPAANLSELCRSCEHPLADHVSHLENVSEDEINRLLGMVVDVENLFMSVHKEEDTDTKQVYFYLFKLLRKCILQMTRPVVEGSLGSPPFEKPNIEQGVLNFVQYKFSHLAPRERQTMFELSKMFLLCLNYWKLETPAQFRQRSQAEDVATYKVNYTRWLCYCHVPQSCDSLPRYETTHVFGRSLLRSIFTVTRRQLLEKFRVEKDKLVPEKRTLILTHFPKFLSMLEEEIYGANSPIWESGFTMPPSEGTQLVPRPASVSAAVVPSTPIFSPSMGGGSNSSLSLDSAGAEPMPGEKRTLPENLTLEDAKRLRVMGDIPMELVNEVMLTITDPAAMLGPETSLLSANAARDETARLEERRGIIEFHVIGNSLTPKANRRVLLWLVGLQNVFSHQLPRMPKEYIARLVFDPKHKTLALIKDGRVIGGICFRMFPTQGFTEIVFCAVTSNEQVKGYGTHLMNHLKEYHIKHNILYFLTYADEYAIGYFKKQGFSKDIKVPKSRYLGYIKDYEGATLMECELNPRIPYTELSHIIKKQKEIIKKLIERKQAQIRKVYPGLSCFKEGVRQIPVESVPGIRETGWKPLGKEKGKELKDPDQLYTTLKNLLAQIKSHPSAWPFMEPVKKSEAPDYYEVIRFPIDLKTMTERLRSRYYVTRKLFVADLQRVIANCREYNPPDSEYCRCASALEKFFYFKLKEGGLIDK
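Enzyme at 20nM final was mixed with library compounds for 15 min at room temperature. Peptide H3(1-25) at 75uM, acetyl-CoA at 70uM and ThioGlo1 at 50uM were then added. Plates were read immediately and after 20 min (Ex340nm/Em540nm).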
FEN1 inh = qHTS Assay for the Inhibitors of Human Flap endonuclease 1 (FEN1). Recombinant FEN1 flap cleavage, fluorescence, 15 min. Potency, µM (top dose mostly 114 µM), without a hit: top-dose activity change, negative = inhibition, hits mostly inhibitors. P39748. 390,000 compounds, 0.35% hits; note: nearly all actives have a fitted effect of over 65% in size
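Steps: FEN1 (10 nM) dispensed; compound added by pin tool; 15 min at room temperature; substrate added to 50 nM final; reads at 0 min and 15 min; data normalized and fitted (four-parameter Hill).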
An asterisk follows results filed as active; u = inconclusive; x = no result given; ! = not active in a repeat; [ ] = dose if it differs, or a comment. Calls come from the whole dose curve; as a rule, active = well fitted curve in the direction sought with a large enough effect; inconclusive = small, poorly fitted or top-dose-only effect, or another doubt; inactive = no such curve, though single readings can be large; an effect the other way counts as inactive or inconclusive. % is set by controls: 0 for no effect and ±100 for the full control effect; potency is the fitted concentration of half-maximal effect. This is a subset, so the mix of outcomes need not match the whole.

SMILES | TDP1 cell CPT | GCN5L2 inh | FEN1 inh
COc1cc(SC)ccc1C(=O)NCCN1CCOCC1 | -1% | -19% | 7%
O=C(O)CSC12CC3CC(C1)CC(C(=O)O)(C3)C2 | -8% | 1% | 3%
CS(=O)(=O)N1CCN(c2ccccc2NC(=O)c2ccc(Br)o2)CC1 | -26% | 32µM* | -1%
Cc1ccc(C)c(S(=O)(=O)NCc2ccc(C(=O)N3CC(C)OC(C)C3)cc2)c1 (stereo unspecified) | -11% | -5% | -3%
COc1cccc(Cn2c(-c3nonc3NC(C)=O)nc3ccccc32)c1 | 13µM* | -5% | -1%
O=C(Cc1ccccc1)NCC(=O)OCC(=O)c1cccs1 | -14% | -2% | 1%
COc1ccc(/C=N/c2nc3ccccc3n2CCN2CCCCC2)cc1OC | -38% | -3% | -2%
CCn1c(SCC(=O)NCc2ccco2)nnc1C(C)C | 1% | 1% | -4%
CC(=O)c1cccc(NC(=O)CCCN2C(=O)COc3ccc(C)cc32)c1 | 18µM* | 4% | -1%
O=C(Cn1c(-c2ccccc2)c[n+]2ccsc12)c1ccc(Br)cc1 | 7.3µM* | -9% | 8%
Cc1onc(-c2c(F)cccc2Cl)c1C(=O)NCc1ccccn1 | -4% | -4% | -1%
CCN(CC)S(=O)(=O)c1ccc(C(=O)NCCCn2ccnc2)cc1 | 1% | -3% | 8%
CN(C)CCN1C(=O)C2C(C(=O)Nc3cc(Cl)cc(Cl)c3)C3C=CC2(O3)C1C(=O)NC1CCCCC1 (stereo unspecified) | 4% | 1% | -5%
CCCCOc1ccc(Cc2n[nH]c(=S)n2N)cc1 | u | u | -3%
CCCCNC(=O)CCCn1c(=O)c2ccccc2n(CC(=O)NCCC2=CCCCC2)c1=O | u | 3% | 1%
COc1cccc(C(CNC(=O)c2ccc(Cl)c(S(=O)(=O)N3CCCC3)c2)N(C)C)c1 (stereo unspecified) | u | -1% | -5%
Cc1ccc(NC2CCCN(C(=O)c3cc4ncccn4n3)C2)cc1C (stereo unspecified) | 4% | u | -9%
Cc1ccc(C)c(-n2c(-c3cccnc3)n[nH]c2=S)c1 | 32%[activator] | -1% | -11%
COc1ccc(S(=O)(=O)N2CCC(C(=O)NCc3ccncc3)CC2)cc1Cl | 2% | -4% | -18%
COc1ccc(CNC(=O)C2CCN(S(=O)(=O)c3c(C)n[nH]c3C)CC2)cc1 | 5% | -1% | -7%
CCOCCCN(C)C1CCN(C(=O)c2oc3ccccc3c2NC(=O)Cc2ccc(F)cc2)CC1 | -21% | -5% | 9%
CCn1c(-c2ccccc2O)n[nH]c1=S | -27% | 3% | -3%
CN(c1ccccc1)c1cc(Br)nc(Br)c1 | 6% | x | -4%
O=C(CSc1nnc(-c2ccccc2)n1Cc1ccco1)Nc1ccc2c(c1)OCCO2 | -23% | -3% | -10%
CC1=NN(C(C#N)c2ccccc2O)C(C)(C)C1 (stereo unspecified) | 12% | 1% | -1%
Cc1ccc(-c2onc3ccc(C4(C)OCCO4)cc23)cc1 | 5% | 1% | 2%
CC(C)(C)OC(=O)C[C@@H]1C/C=C\C[C@H](CC(=O)N(CCO)Cc2ccccc2)C(=O)N2CCC[C@@H]2COC1=O | -21% | -7% | 0%
COc1ccccc1/C=N/N1CCN(Cc2ccccc2Cl)CC1 | 11% | -18% | -7%
COC(=O)c1ccc2c(=O)[nH]c(CSc3nc(-c4ccc(F)cc4)cs3)nc2c1 | -3% | -3% | -4%
CCOc1ccc(OCC)c(NC(=O)CSc2nnnn2CC)c1 | -9% | 1% | -9%
CN(C(=O)COC(=O)COc1ccc(N(C)S(=O)(=O)c2ccc(Cl)cc2)cc1)c1ccccc1 | -7% | x | -2%
COc1ccc(NC(=O)CSC2=Nc3ccccc3C3=NC(CCC(=O)NC4CCCCC4)C(=O)N23)cc1 (stereo unspecified) | u | 1% | 4%
CCc1c(C#N)sc(C(N)=O)c1CC | -19% | -9% | 7%
CCN(CCCc1ccccc1)CCCc1ccccc1 | 10µM*! | -5% | 13%
COC(=O)C1=C(C(=O)OC)[N+]2=C3N(C(=O)NC2(C)C)[C@H](CO)C[C@@]32c3ccccc3N(Cc3ccccc3)[C@@H]12 | 1% | x | 7%
COc1ccccc1-c1ccc(SCC(=O)N2CCOCC2)nn1 | 7% | 3% | -3%
COc1ccc(-c2cnc3n2CCCCC3)cc1 | u | 3% | -3%
COC(=O)[C@@]12CCCN1[C@H](c1ccc(-c3ccc(OC)cc3)cc1)[C@@H]1C(=O)N(C)C(=O)[C@@H]12 | 18µM* | 8% | 1%
COc1cc(NC(=O)c2nnn(Cc3ccc(F)cc3)c2N)cc(OC)c1 | u | -8% | -15%
Cc1c(Br)c([N+](=O)[O-])nn1CCCC(=O)N1CCN(c2ccccc2)CC1 | -7% | 0% | 7%

Reprinted at random: two compounds from above
SMILES | TDP1 cell CPT | GCN5L2 inh | FEN1 inh
COc1ccccc1-c1ccc(SCC(=O)N2CCOCC2)nn1 | 7% | 3% | -3%
COc1cc(NC(=O)c2nnn(Cc3ccc(F)cc3)c2N)cc(OC)c1 | u | -8% | -15%

Other results
SMILES | TDP1 cell CPT | GCN5L2 inh | FEN1 inh
COc1ccc(OCC(O)CN(CCO)CC(O)Cn2ccc3ccccc32)cc1 (stereo unspecified) | -17% | -5% | -4%
COc1ccccc1NS(=O)(=O)c1cc(NC(=S)NCCN2CCOCC2)ccc1N1CCOCC1 | u | -1% | 2%
Cc1nc(SCc2ccccc2)nc2c1CCC2 | -3% | 3% | -1%
C[C@H](NC(=O)C1CCN(S(=O)(=O)c2ccccc2)CC1)C(=O)NCc1ccco1 | -13% | -12% | 18%
CCn1c(SCC(=O)Nc2ccc(Br)cn2)nnc1C1CC1 | -17% | -27% | 20%
Cc1cc(C(=O)OCC(=O)N2CCc3ccccc32)ccc1[N+](=O)[O-] | -12% | -8% | 1%
Cc1sc2nc(CN3CCCC3)nc(N3CCN(S(=O)(=O)c4cccc(F)c4)CC3)c2c1C | u | 2% | 0%
N#Cc1ccc(CSc2nnc(-c3cnccn3)o2)cc1 | -17% | -5% | 5%

Structural class, those above with an NH in an aromatic ring (five)
SMILES | TDP1 cell CPT | GCN5L2 inh | FEN1 inh
CCCCOc1ccc(Cc2n[nH]c(=S)n2N)cc1 | u | u | -3%
Cc1ccc(C)c(-n2c(-c3cccnc3)n[nH]c2=S)c1 | 32%[activator] | -1% | -11%
COc1ccc(CNC(=O)C2CCN(S(=O)(=O)c3c(C)n[nH]c3C)CC2)cc1 | 5% | -1% | -7%
CCn1c(-c2ccccc2O)n[nH]c1=S | -27% | 3% | -3%
COC(=O)c1ccc2c(=O)[nH]c(CSc3nc(-c4ccc(F)cc4)cs3)nc2c1 | -3% | -3% | -4%

(further entries)
SMILES | TDP1 cell CPT | GCN5L2 inh | FEN1 inh
Cc1ccc(C(=O)Nc2nc(-c3ccccc3)ns2)cc1 | 3% | -4% | -23%
Cc1ccc(CCNC(=O)C2=CCN(S(=O)(=O)c3ccccc3)CC2)cc1 | -20% | -6% | 0%
O=C(OCC(=O)C12CC3CC(CC(C3)C1)C2)c1ccccn1 | 19% | 1% | 19%
Cc1ccc(N2C(=O)[C@@H]3[C@H](C2=O)[C@H]2C=CC=NN2[C@@H]3C(=O)Nc2ccccc2)cc1 | -14% | -11% | 5%
Cc1nc(NC(=O)/C=C/c2ccc(C(C)(C)C)cc2)sc1C(=O)N(C)C | u | -6% | -12%
CCC(Nc1ccc(-c2nc(-c3ccccn3)no2)cc1[N+](=O)[O-])c1ccccc1 (stereo unspecified) | u | -12% | -7%
Cc1cccc(CN2C(=O)c3ccccc3S(=O)(=O)c3ccc(C(=O)NCCC4=CCCCC4)cc32)c1 | u | -10% | -11%
COCCN(Cc1cc2cc(C)ccc2n2nnnc12)C(=S)Nc1ccc(C)cc1 | 18µM* | -5% | -3%
COC(=O)C1CCN(C(=O)c2sc3nc(-c4ccccc4)cn3c2C)CC1 | -13% | -9% | 0%
CCC(CC)c1nnc(NC(=O)c2cc(C(=O)OC)cc([N+](=O)[O-])c2)s1 | 8% | -5% | 0%
COc1ccc(-c2c3c([nH]c(=S)c2C#N)CCC3)cc1 | -21% | u | -2%
CC1(C)CC(=O)C(C=NCCN2CCN(C3CC(=O)N(c4ccc(F)cc4)C3=O)CC2)=C(O)C1 (stereo unspecified) | 0% | -1% | -6%
COc1ccccc1/C=C/C(=O)NCC(=O)N=Nc1c(O)[nH]c2ccccc12 | -13% | -14% | 3%
Cc1ccc(S(=O)(=O)CCC(=O)OCC(=O)NNC(=O)c2ccc([N+](=O)[O-])cc2)cc1 | -4% | -5% | -10%
O=C(COc1cccc2c1CCN(Cc1ccccc1)C2=O)NCc1ccco1 | 7% | -10% | -6%
COc1ccc(CCN2C(=O)C3C4CC(C5C(C(N)=O)=NOC45)C3C2=O)cc1OC (stereo unspecified) | -5% | -12% | -2%
O=C(/C=C/c1ccccc1[N+](=O)[O-])NCCN1C(=O)S/C(=C\c2ccc(F)cc2)C1=O | 3% | 0% | 4%
CCOC(=O)NNS(=O)(=O)c1cc(Br)ccc1Br | -13% | -3% | -10%
Cc1ccc(N(CCC#N)C(=O)CSc2nnc3ccccn23)cc1 | 6% | -1% | 0%
NC(=S)Nc1ccc(S(=O)(=O)c2ccc(NC(N)=S)cc2)cc1 | 13% | 1% | 3%
CCc1ccc(NC(=O)COC(=O)/C=C/c2ccco2)cc1 | u | -8% | -1%
Clc1ccc2[nH]cc(-c3nnnn3-c3ccc4ccccc4c3)c2c1 | u | -6% | u
CCOc1ccc(N(C(=O)Cn2nnc3ccccc32)C(C(=O)NC(C)(C)CC)c2cccn2C)cc1 (stereo unspecified) | u | -6% | 0%
CCOC(=O)c1oc2nc3c(cc2c1N)CCCC3 | 7% | -4% | 3%
CCCCNC(=O)CSc1nc2cc3c(cc2c(=O)n1Cc1ccc(C(=O)NCCc2ccc(OC)c(OC)c2)cc1)OCO3 | 12% | -4% | -3%
Cc1nn(Cc2ccccc2)c(Cl)c1/C=C1\NC(=S)NC1=O | u | -5% | -13%
CN(C)CCn1c2c(c(SCC(=O)Nc3ccc4c(c3)OCCO4)nc1=O)CCC2 | 1% | -4% | -2%
C[C@H]1CN([C@@H](C)CO)C(=O)c2cccc(NS(=O)(=O)c3ccc(F)cc3)c2O[C@H]1CN(C)Cc1ccc(Cl)c(Cl)c1 | u | -4% | -11%
C=CCSc1nnc(N2C(=O)C(O)=C(C(=O)c3ccco3)C2c2ccccc2F)s1 (stereo unspecified) | -44% | -3% | 0%
Fc1ccc(-c2[nH]ncc2-c2nnnn2-c2ccccc2)c(F)c1 | -4% | -7% | -10%
CCOC(=O)N1CCN(C(=O)c2ccc3c(=O)n(Cc4ccccc4)c(=S)[nH]c3c2)CC1 | -16% | -6% | -7%
CC(=O)c1cccc(S(=O)(=O)Nc2cccc(S(=O)(=O)NC3=NCCC3)c2)c1 | -5% | -4% | 0%
O=C(c1cc2cc(F)ccc2[nH]1)N1CCN(c2ccc(F)cc2)CC1 | -15% | -1% | -3%
O=C(c1cc(C2CC2)nn1-c1ccccc1)N1CCN(S(=O)(=O)c2ccccc2)CC1 | u | 0% | 5%
CCc1nnc(SCC(=O)Nc2ccc3ccccc3c2)n1N | 2% | -1% | 5%
CCOc1ccc(C2=CS/C(=C(\C#N)c3nnc4n3CCCCC4)N2CC)cc1 | u | -5% | -5%
CCOc1ccc(CCNC(=O)c2cnc3sc(N4CCOCC4)nn3c2=O)cc1 | u | -28% | 17%
Cc1ccccc1NC(=O)COC(=O)c1cc(S(=O)(=O)N2CCOCC2)ccc1C | -25% | 3% | -3%
COc1cc(/C=C/CO)ccc1O[C@@H]1O[C@H](CO)[C@@H](O)[C@H](O)[C@H]1O | -2% | x | u
Nc1cc(=O)[nH]c(SCC(=O)NNC(=O)Cc2ccccc2)n1 | 2% | 21% | 9%
CC(Oc1ccc(C(C)(C)C)cc1)c1ccnc2nc(/N=C/N(C)C)nn12 (stereo unspecified) | 16µM* | 5% | -8%
Cc1ccc(OCC(=O)c2c[nH]c3ccccc23)c([N+](=O)[O-])n1 | -26% | -4% | 7%
CCN=C1SC(C(=O)Nc2ccccc2)CC(=O)N1CC (stereo unspecified) | 3% | -4% | 11%
Cc1ccc(NS(=O)(=O)c2ccc3c(c2)CCC(=O)N3)cc1C | 3% | -12% | -2%
COc1cc(/C=N/NC(=O)c2ccc(CN3C(=O)c4cccc5cccc3c45)cc2)cc(OC)c1O | 13µM* | 11% | u
COc1ccc(CCNC(=O)CSc2nc(C)cs2)cc1 | -17% | 6% | -1%
COc1cccc(OCc2cc(/C=N/n3cncn3)ccc2OC)c1 | u | -3% | -13%
